Scp-1 inhibitor – inhibitors of human Scp-1 phosphatase. Q9GZU7. Recombinant Scp1, phosphopeptide, malachite green phosphate absorbance. inhibition, % at 20 µM. 0.88% of 340,000 active. AID 493091;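 active means inhibition above about 50% at 20 µM, limit read from the data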;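 further: plate controls were DMSO wells with enzyme for no effect and wells lacking enzyme for full effect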
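Material – SCP-1 phosphatase catalytic domain, residues 76-261 · Buffer or medium – Acidic Tris acetate buffer with magnesium and detergent · Also added – Phospho 17-mer peptide substrate · Compound – single 20 µM dose, 1% DMSO · Times – 45 min room-temperature reaction, 5 min colour, 30 min stabiliser · Technique – Phosphate-binding colour reagent, absorbance read at 630 nm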
LMPTP block – blocks human LMPTP phosphatase | recombinant LMPTP-A, OMFP fluorogenic substrate, fluorescence intensity | inhibition, % at 20 µM | 0.22% of 360,000 active | AID 651560;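 active means compounds that cut the enzyme signal by at least half of the control window in the single-dose screen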;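 further: plate controls were DMSO wells with enzyme plus substrate for no effect and substrate without enzyme for full effect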
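Assay system: LMPTP-A phosphatase enzyme | Input: 0.625 nM enzyme | Also added: Fluorogenic phosphatase substrate OMFP at 400 µM final | Compound dosing: One test concentration per compound, 20 µM, with 3% DMSO overall | Schedule: 50 min enzyme reaction at room temperature, protected from light | Signal: Fluorescence intensity | Benchmarks: no-enzyme and uninhibited controls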
Rpn11 block – inhibitors of human proteasome Rpn11 | O00487 | human 26S proteasome, Ub4-pepOG fluorescence polarization; 20S core pre-blocked with epoxomicin | calls only at 20 µM | 0.59% of 360,000 active;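 active means inhibition at 20 µM, scaled to each plate's controls, above about 33%, limit read from the data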
NadD block – blocks S. aureus nicotinate mononucleotide adenylyltransferase. purified NadD enzyme, colorimetric absorbance read-out. inhibition, % at 20 µM. 0.78% of 360,000 active; in the data active means inhibition above about 26%; further: some compounds past the cut are filed as inactive
CSN deneddyl inh – inhibitors of human CSN-mediated cullin deneddylation; Purified CSN, SCF-Nedd8-OG deneddylation, fluorescence polarization; inhibition, % at 12.5 µM; 0.38% of 360,000 active; AID 651999;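 active means pattern-corrected inhibition above about 35%, with an unprinted fluorescence ratio check between 0.5 and 1.5, limit read from the data, passing the limit was not always enough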;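 further: 0% = enzyme with substrate and 100% = substrate without enzyme; some results filed as inactive read as strong as hits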
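Assay system: purified human Csn5 enzyme expressed in HEK293T cells; measure: % inhibition; also added: SCFSkp2-Nedd8OG substrate at 10 nM final; technique: fluorescence polarization; times: reaction 90 min, room temperature; medium: Tris buffer pH 7.5, NaCl, DTT, Tween-20, trehalose, ovalbumin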
STEP block – STEP (human) phosphatase inhibition; P54829; recombinant STEP, OMFP fluorogenic substrate, fluorescence; inhibition, % at 20 µM; 0.25% of 360,000 active; AID 588621;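 active means inhibition at 20 µM, scaled per plate between control wells, above about 37%, limit read from the data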;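 further: 0% = DMSO with enzyme and substrate and 100% = substrate only without enzyme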
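Also added – OMFP at 25 µM · Test system – STEP tyrosine phosphatase · Technique – FITC-channel fluorescence of OMFP product · Schedule – 20 min at room temperature, dark · Evaluation – control-normalized % inhibition with plate pattern correction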
PABP1 MLLE inh – inhibitors of microRNA-mediated deadenylation, human PABP1 MLLE binding | 0.36% of 360,000 active | GST-MLLE / FITC-PAM2 fluorescence polarization | AID 588489 | inhibition, % at 20 µM; in the data active means inhibition above about 35%, passing the limit was not always enough;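 further: plate controls were DMSO wells with GST-MLLE for no effect and wells lacking GST-MLLE protein for full effect; some results filed as inactive read as strong as hits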
DNMT1 inh – DNMT1 (human) enzyme inhibition; inhibition (reported as % activation of signal), % at 10 µM; P26358; 0.83% of 360,000 active; DNMT1 molecular beacon, Hinp1I cleavage, fluorescence; in the data active means inhibition above about 50%
Target sequence (P26358 504-1616 limits assumed): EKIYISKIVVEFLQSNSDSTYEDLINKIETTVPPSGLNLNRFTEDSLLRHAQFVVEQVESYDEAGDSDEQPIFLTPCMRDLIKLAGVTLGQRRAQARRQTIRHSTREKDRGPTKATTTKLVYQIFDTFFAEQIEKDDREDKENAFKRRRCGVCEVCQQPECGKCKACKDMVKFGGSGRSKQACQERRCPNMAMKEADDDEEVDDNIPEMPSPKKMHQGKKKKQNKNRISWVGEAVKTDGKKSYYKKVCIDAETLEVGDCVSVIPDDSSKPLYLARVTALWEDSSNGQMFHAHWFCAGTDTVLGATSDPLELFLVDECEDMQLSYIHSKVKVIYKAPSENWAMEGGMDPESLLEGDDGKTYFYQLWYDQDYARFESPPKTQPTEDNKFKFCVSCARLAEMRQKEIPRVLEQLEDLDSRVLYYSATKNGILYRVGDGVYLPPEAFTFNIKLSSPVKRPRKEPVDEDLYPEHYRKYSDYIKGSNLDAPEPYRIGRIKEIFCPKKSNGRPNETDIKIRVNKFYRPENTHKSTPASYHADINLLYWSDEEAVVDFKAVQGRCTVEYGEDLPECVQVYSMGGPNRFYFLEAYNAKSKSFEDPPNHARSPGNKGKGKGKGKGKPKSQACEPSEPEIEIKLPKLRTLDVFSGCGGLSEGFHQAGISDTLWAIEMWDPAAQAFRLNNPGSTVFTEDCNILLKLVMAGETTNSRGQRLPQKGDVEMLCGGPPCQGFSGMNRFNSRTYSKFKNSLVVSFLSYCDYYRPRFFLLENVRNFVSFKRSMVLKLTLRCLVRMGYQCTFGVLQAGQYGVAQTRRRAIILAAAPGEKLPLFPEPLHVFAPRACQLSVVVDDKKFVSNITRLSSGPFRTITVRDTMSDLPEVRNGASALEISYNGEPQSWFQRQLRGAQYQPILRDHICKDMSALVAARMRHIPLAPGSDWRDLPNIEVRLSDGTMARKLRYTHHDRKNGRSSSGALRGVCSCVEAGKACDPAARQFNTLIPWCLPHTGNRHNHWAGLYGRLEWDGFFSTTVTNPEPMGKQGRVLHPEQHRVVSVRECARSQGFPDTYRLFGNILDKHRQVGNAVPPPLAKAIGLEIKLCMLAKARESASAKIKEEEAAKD
SUMO1-SIM PPI – modulators of human SUMO1-mediated protein-protein interactions. SUMO1 binding to a labelled peptide, TR-FRET, 1 h. inhibition, % at 20 µM. 0.33% of 360,000 active. AID 602429; in the data active means inhibition above about 37%
Tb MetRS inh – blocks T. brucei methionyl-tRNA synthetase activity; 0.4% of 360,000 active; inhibition, % at 11.9 µM; AID 624268; purified T. brucei MetRS, ATP depletion, Kinase-Glo luminescence;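 active means inhibition above a per-plate cutoff of the control wells' mean inhibition plus 3 SD, cut at about 5.5% in these data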;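 further: 0% = DMSO wells median and 100% = median of wells with control inhibitor compound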
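Measured by: Kinase-Glo luciferase luminescence reporting remaining unconsumed ATP. Material: purified T. brucei MetRS enzyme. Doses: 11.9 µM compound single dose, 0.9% DMSO. Medium: HEPES buffer containing pyrophosphatase, BSA, spermine, DTT. Times: 15 min preincubation, 2 h reaction, all 25 °C. Reagent: methionine, ATP and bulk E. coli tRNA.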
The depositor's hits bear a star; i = inactive; nt = not tested or not shown; + = active, no number.

SMILES	Scp-1 inhibitor	LMPTP block	Rpn11 block	NadD block	CSN deneddyl inh	STEP block	PABP1 MLLE inh	DNMT1 inh	SUMO1-SIM PPI	Tb MetRS inh
Nc1nc(-c2ccc(F)cc2)cc(C(F)(F)F)n1	5	-0.7	i	-3	-3	1	8	6	-1	-1.6
COCCCNC(=O)c1ccc2c(=O)n(Cc3ccc4c(c3)OCO4)c(=S)[nH]c2c1	-9	-1.3	i	-3	4	1	-80	13	-3	-0.3
N#Cc1ccc(N2Cc3ccccc3/C2=N/C(=O)Nc2ccc(Cl)cc2)cc1	-3	2.1	i	19	-11	-2	-3	1	0	0.0
COc1cc(/C=N/NC(=O)C2CC(=O)N(c3ccc(C)cc3)C2)cc(OC)c1OC (stereo not drawn)	-2	0.2	i	-4	0	2	-4	3	-14	0.2
COCCn1c(SCC(=O)NC2CCCCC2)nnc1-c1ccncc1	2	-1.5	i	-1	5	-5	15	2	2	-0.3
Cn1c(CNc2cccc(Cl)c2)nnc1SCC(=O)OC1CCCCC1	-3	0.2	i	1	-5	-2	-7	2	3	0.3
CCCC(=O)N1CCC1(C)C(=O)NS(=O)(=O)c1ccc(OC)cc1 (stereo not drawn)	nt	-0.5	i	-3	-1	0	4	1	-2	-0.3
CC1CCCCN1S(=O)(=O)c1ccc(C(=O)Nc2ccccc2-c2nc3ccccc3s2)cc1 (stereo not drawn)	-13	1.3	i	21	-5	2	6	3	-64	-0.3
Cc1noc(C)c1CSCC(=O)N1CCN(c2ccc([N+](=O)[O-])cc2)CC1	-6	-1.5	i	-1	6	3	6	-2	-19	1.0
CCOC(=O)c1c(C)[n+]([O-])c2ccc3c(non3O)c12	-9	0.3	i	-4	1	-3	-12	-2	-11	0.0
CC(C)(C)OC(=O)C(C)(C)Sc1nnc(N)s1	-2	-0.3	i	-1	-4	-5	-6	6	7	-0.7
CCc1ccc(NC(=O)CN2C(=O)CSC2=O)cc1	-2	-1.6	i	-11	-8	0	13	-2	0	-0.9
CN(CC(=O)NCc1ccc(Cl)cc1)S(=O)(=O)c1cccc2cccnc12	-6	-1.0	i	0	1	-1	11	-1	-1	-1.2
CCOC(=O)C1CCN(C(=O)C2CCN(C(=O)c3ccc([N+](=O)[O-])cc3)CC2)CC1	-4	-1.2	i	-2	-1	-1	12	2	-31	-0.3
Nc1ccc(Nc2ccncc2[N+](=O)[O-])cc1	3	0.0	i	-2	0	2	-15	1	-31	-0.9
COC(=O)Cc1c(O)ccn(CCc2ccc(OC)c(OC)c2)c1=O	-11	0.5	i	2	4	2	-5	-1	2	-0.3
COc1ccc(CC(CC(=O)O)C(=O)Nc2ccc(OC)cc2)cc1 (stereo not drawn)	-2	-2.2	i	-2	1	2	-7	1	0	0.0
CCc1cc(C(=O)O)c(NC(=O)C(c2ccccc2)c2ccccc2)s1	-17	-5.6	i	-10	4	5	4	0	1	0.1
O=C(O)CCC(=O)OC1CC2CCC1C2 (stereo not drawn)	-9	-0.4	i	3	0	1	11	4	0	0.2
Cc1ccc(NC(=O)c2ccccn2)cc1S(=O)(=O)N1CCOCC1	0	-1.0	i	-5	-8	-3	15	0	-2	-0.4
O=c1cc(CSc2nc(NCc3ccc(Cl)cc3)c3ccccc3n2)nc2ccc(Cl)cn12	22	7.8	i	33*	1	-2	-2	0	-9	0.7
Cc1c(NC(=O)COC(=O)Cc2ccc(Cl)cc2)c(=O)n(-c2ccccc2)n1C	10	-0.6	i	0	0	-3	-12	-1	-1	0.4
Cc1c(Cl)cccc1NC(=O)CCN1CCN(C)CC1	-8	-4.7	i	7	-3	1	9	2	0	-0.2
Clc1ccccc1C1SCC2Nc3ccccc3CN21 (stereo not drawn)	1	-0.4	i	0	2	-1	8	-7	-3	-0.7
Cc1cccc(N(C(=O)Cn2nnc3ccccc32)C(C(=O)NCc2ccco2)c2ccncc2)c1C (stereo not drawn)	-10	-2.4	i	7	0	-5	-5	2	3	-0.4
COCCCN(C(=S)NC(=O)c1ccc(C(C)(C)C)cc1)c1c(N)n(Cc2ccccc2)c(=O)[nH]c1=O	-2	-2.2	i	13	-8	2	38	-2	0	-1.3
C[C@@H]1CN([C@@H](C)CO)C(=O)c2cccc(NC(=O)Nc3ccc(F)cc3)c2O[C@@H]1CN(C)Cc1ccc(Oc2ccccc2)cc1	-2	4.1	i	6	7	6	-7	-32	6	0.2
CCOC(=O)c1cc(S(=O)(=O)NCCc2ccc(OC)c(OC)c2)cn1C	-10	-0.9	i	-1	2	0	-5	2	2	0.5
O=C(CCCOc1ccc(Cl)cc1Cl)NCc1ccncc1	-4	-1.0	i	-4	5	-5	12	-4	0	4.0
O=C1NC(c2ccco2)Nc2sc3c(c21)CCN(Cc1ccccc1)C3 (stereo not drawn)	-11	3.6	nt	7	22	-6	-74	2	-15	-0.5
O=C(Nc1ccc(Cl)cc1)Nc1ccccc1Sc1ncc([N+](=O)[O-])s1	-11	2.5	+	30	11	4	15	8	-20	0.2
O=C(NCCCO)NC12CC3CC(CC(C3)C1)C2	-4	-1.1	i	-4	3	2	4	-2	4	-0.5
O=C(CSc1ccc(-c2ccc(F)cc2)nn1)Nc1ccc2c(c1)OCCO2	-7	-1.2	i	3	-1	1	-9	-4	5	0.3
CCn1ccc2cc(OC)ccc2c1=S	0	-2.1	i	-3	-2	-1	5	3	-7	-0.1
C=CCn1c(C)cc(C(=O)COC(=O)/C=C/c2ccc(OC)cc2)c1C	2	4.3	i	-3	8	-1	3	-2	-5	0.0
CCN(CC)c1ccc(C(=O)N/N=C/c2ccc(OC)cc2OC)cc1	-11	1.7	i	1	2	-2	2	-1	-4	0.4
O=C(c1ccc(F)cc1)C1CCN(C(=O)c2ccccc2F)CC1	-7	-0.6	i	-3	2	3	-4	2	0	-0.2

Among those listed so far, these have a Cl atom.
SMILES	Scp-1 inhibitor	LMPTP block	Rpn11 block	NadD block	CSN deneddyl inh	STEP block	PABP1 MLLE inh	DNMT1 inh	SUMO1-SIM PPI	Tb MetRS inh
N#Cc1ccc(N2Cc3ccccc3/C2=N/C(=O)Nc2ccc(Cl)cc2)cc1	-3	2.1	i	19	-11	-2	-3	1	0	0.0
Cn1c(CNc2cccc(Cl)c2)nnc1SCC(=O)OC1CCCCC1	-3	0.2	i	1	-5	-2	-7	2	3	0.3
CN(CC(=O)NCc1ccc(Cl)cc1)S(=O)(=O)c1cccc2cccnc12	-6	-1.0	i	0	1	-1	11	-1	-1	-1.2
O=c1cc(CSc2nc(NCc3ccc(Cl)cc3)c3ccccc3n2)nc2ccc(Cl)cn12	22	7.8	i	33*	1	-2	-2	0	-9	0.7
Cc1c(NC(=O)COC(=O)Cc2ccc(Cl)cc2)c(=O)n(-c2ccccc2)n1C	10	-0.6	i	0	0	-3	-12	-1	-1	0.4
Cc1c(Cl)cccc1NC(=O)CCN1CCN(C)CC1	-8	-4.7	i	7	-3	1	9	2	0	-0.2
Clc1ccccc1C1SCC2Nc3ccccc3CN21 (stereo not drawn)	1	-0.4	i	0	2	-1	8	-7	-3	-0.7
O=C(CCCOc1ccc(Cl)cc1Cl)NCc1ccncc1	-4	-1.0	i	-4	5	-5	12	-4	0	4.0
O=C(Nc1ccc(Cl)cc1)Nc1ccccc1Sc1ncc([N+](=O)[O-])s1	-11	2.5	+	30	11	4	15	8	-20	0.2

Quoted at random: two entries already listed, in no set order.
SMILES	Scp-1 inhibitor	LMPTP block	Rpn11 block	NadD block	CSN deneddyl inh	STEP block	PABP1 MLLE inh	DNMT1 inh	SUMO1-SIM PPI	Tb MetRS inh
CCOC(=O)c1cc(S(=O)(=O)NCCc2ccc(OC)c(OC)c2)cn1C	-10	-0.9	i	-1	2	0	-5	2	2	0.5
COCCCN(C(=S)NC(=O)c1ccc(C(C)(C)C)cc1)c1c(N)n(Cc2ccccc2)c(=O)[nH]c1=O	-2	-2.2	i	13	-8	2	38	-2	0	-1.3

High-throughput results as filed in PubChem BioAssay.
